Screening data from PubChem.
RAM inhibit: blocks the yeast RAM network. AID 868. inhibition, % at 50 µM. hit rate 1.8% among 190,000. S. cerevisiae dse1pr::URA3 reporter, 5-FOA growth OD615, 2 d; analog-sensitive cbk1-as2 kinase mutant strain;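 active = inhibition above a set limit, 3 SD over mean compound inhibition, cut at about 8.4% in these data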;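 note: 0% = DMSO-only wells with no growth and 100% = 10 µM 1-NA-PP1 full growth; inhibition rescues growth on 5-FOA so higher OD means more RAM inhibition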
HMGR II inh: inhibitors of class II HMG-CoA reductase from Enterococcus faecalis; purified E. faecalis HMGR, NADPH absorbance 340 nm kinetic; inhibition, % at 10 µM; hit rate 0.41% among 190,000; AID 1066;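 active = inhibition above a set limit, the median over all tested compounds plus 3 SD, cut at about 9.5% in these data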;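 note: enzyme runs in reverse so mevalonate oxidation gives rising NADPH absorbance; 0% = complete reaction with DMSO and 100% = background rate lacking mevalonate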
S1P3 antag: blocks the human S1P3 receptor | CHO S1P3 NFAT-BLA reporter, FRET fluorescence, antagonist mode | hit rate 0.27% among 170,000 | inhibition, % at 4.98 µM;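 active = inhibition above the plate cutoff, the mean inhibition of test wells on that plate plus 3 SD, cut at about 28% in these data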;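 note: cells challenged with S1P at its EC80 of 0.8 µM; blue over green emission ratio from cleaved BLA substrate after 4 h stimulation; 0% = S1P-stimulated wells and 100% = unstimulated DMSO-only wells; some compounds past the cut are filed as inactive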
bIAP inhibitor: intestinal alkaline phosphatase (bovine) inhibition | 190,000 tested, under 10 active | purified bovine IAP, CDP-star luminescence, 30 min | inhibition, % at 20 µM | AID 1019;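 active = over 50% inhibition of intestinal alkaline phosphatase at 20 µM in the single-dose screen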
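System: purified bovine intestinal alkaline phosphatase (IAP) enzyme; Input: IAP diluted 1/65,000,000 in the well; Measured by: CDP-star luminescence signal; Compound dosing: 20 µM single dose; Incubation: 30 min reaction at room temperature.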
SRC2 TRFRET art: TR-FRET artefact, counter-screen to PPARgamma/SRC-2 agonist assay; active compounds read high; TR-FRET ratio at 8 µM; hit rate 0.4% among 200,000; AID 1049; in the data active = TR-FRET ratio above about 2000; note: inactives centre near 1500; reference of the scale not given here
PPARg SRC-1 ag: promotes SRC-1 coactivator recruitment by human PPARgamma; PPARgamma-SRC-1 coactivator recruitment biochemical assay; activation, % at 8 µM; hit rate 0.41% among 200,000; AID 631; in the data active = activation above about 19%;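 note: 0% = DMSO and 100% = reference agonist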
Target sequence (P37231 whole entry, looked up): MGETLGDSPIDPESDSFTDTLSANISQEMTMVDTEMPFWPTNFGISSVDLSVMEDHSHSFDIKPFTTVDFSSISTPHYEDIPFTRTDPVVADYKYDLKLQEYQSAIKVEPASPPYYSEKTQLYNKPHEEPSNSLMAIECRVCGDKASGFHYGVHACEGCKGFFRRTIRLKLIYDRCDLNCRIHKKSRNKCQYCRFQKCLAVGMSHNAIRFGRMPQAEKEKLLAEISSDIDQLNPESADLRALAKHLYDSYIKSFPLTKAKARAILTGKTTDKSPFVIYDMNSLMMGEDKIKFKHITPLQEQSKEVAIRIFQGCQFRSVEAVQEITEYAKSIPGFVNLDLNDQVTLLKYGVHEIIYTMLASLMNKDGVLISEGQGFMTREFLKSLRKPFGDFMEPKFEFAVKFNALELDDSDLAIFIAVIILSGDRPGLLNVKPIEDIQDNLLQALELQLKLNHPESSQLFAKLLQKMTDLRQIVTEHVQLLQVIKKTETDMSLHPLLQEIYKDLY
ROMK primary: modulators of human ROMK potassium channel; P48048; Tet-inducible ROMK, thallium flux fluorescence; actives lie on both sides; B-score at 10 µM; hit rate 2% among 130,000;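 active = signal ratio slope over the read window, or its plate-corrected B-score, at least 3 SD from the plate mean, either direction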;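 note: B-score of the F/F0 ratio slope over 7 to 12 s after thallium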
Target sequence (P48048 whole entry, looked up): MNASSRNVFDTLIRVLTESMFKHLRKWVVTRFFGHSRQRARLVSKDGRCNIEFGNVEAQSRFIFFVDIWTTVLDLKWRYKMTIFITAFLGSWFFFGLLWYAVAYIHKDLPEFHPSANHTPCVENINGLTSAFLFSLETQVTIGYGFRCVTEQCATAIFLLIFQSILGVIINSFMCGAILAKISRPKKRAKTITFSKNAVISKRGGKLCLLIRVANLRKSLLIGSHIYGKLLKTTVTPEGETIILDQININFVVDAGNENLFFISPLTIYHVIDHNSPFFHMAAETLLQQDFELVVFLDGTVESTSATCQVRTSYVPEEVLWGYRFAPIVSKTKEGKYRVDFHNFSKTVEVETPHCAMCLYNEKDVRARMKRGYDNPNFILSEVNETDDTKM
DTT redox prof: compounds producing H2O2 with reducing agent – biochemical, NIH compound library profiling, artefact control for MLSCN library redox annotation, primary screen | DTT-dependent redox cycling H2O2, phenol red/HRP absorbance; 100% = 100 µM peroxide control, 0% = buffer | activation, % at 10 µM | hit rate 0.03% among 200,000;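 active = activation of at least 50% relative to the plate's high and low controls in the primary single-dose screen; inactive = activation below 50%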;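 note: compound incubated with DTT at 0.8 mM final as the reducing agent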
L major viab: reduces viability of Leishmania major promastigotes | resazurin fluorescence viability | inhibition, % at 10 µM | AID 1063 | hit rate 9% among 200,000; in the data active = inhibition above about 50%;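 note: promastigotes grown with compound for 44 hours at 28 °C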
PPARg SRC2 recr: agonists of SRC-2 recruitment by human PPARgamma; P37231; PPARgamma LBD-SRC-2 recruitment, biochemical; activation, % at 8 µM; AID 1032; hit rate 0.34% among 200,000; in the data active = activation above about 22%;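 note: 0% = vehicle and 100% = reference agonist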
PPARg SRC-3 ag: agonists of human PPARgamma SRC-3 coactivator recruitment; P37231; biochemical PPARgamma/SRC-3 coactivator recruitment assay; activation, % at 8 µM; hit rate 0.26% among 200,000; in the data active = activation above about 23%;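 note: 0% = DMSO and 100% = reference agonist; some compounds past the cut are filed as inactive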
The depositor's hits bear a star; x = not tested or not shown. Hits appear at their usual frequency; about 13% have a hit in one of these screens.

compound	PPARg SRC2 recr	PPARg SRC-3 ag	HMGR II inh	DTT redox prof	PPARg SRC-1 ag	SRC2 TRFRET art	ROMK primary	S1P3 antag	L major viab	bIAP inhibitor	RAM inhibit
C/C(=N\NC(=O)c1ccncc1)c1cc2ccccc2o1	1	-1	0	-2.0	2	1862	0.47	-11	-2	-28	0.0
Cc1cccc(NC(=O)N2CCCC2C(=O)NCc2cccs2)c1 (stereo not drawn)	-4	4	1	-0.1	5	1517	0.37	x	-6	8	0.0
COC(=O)CN(C(=S)Nc1ccc(Cl)cc1)C1CC(=O)N(c2ccc(OC)cc2)C1=O (stereo not drawn)	9	0	-3	1.8	8	1731	x	x	-9	-1	4.6
Cc1cc(NC(=O)CCC(=O)N(CCC(C)C)C(C(=O)NC2CCCC2)c2cccnc2)no1 (stereo not drawn)	-8	-12	-1	2.5	-4	1349	x	5	-5	-3	0.3
COc1ccc(NS(=O)(=O)c2cc(OC)ccc2NC(=O)c2cc(C)oc2C)cc1	3	5	-6	1.6	-2	1567	x	8	4	12	2.4
COc1ccc(/C=N/N2C(=O)C3C4C=CC(C4)C3C2=O)cc1[N+](=O)[O-] (stereo not drawn)	-3	0	2	0.0	-2	1198	-0.002	-11	-4	-16	0.0
COc1ccc(CCNC(=O)CSc2ccc(-c3ccco3)nn2)cc1OC	2	1	0	-0.2	-2	1546	-0.11	4	-4	2	1.7
O=C(Nc1ccc(Cc2ccncc2)cc1)C1CCC(N2C(=O)C3CCCCC3C2=O)CC1 (stereo not drawn)	0	1	-5	0.2	-5	1453	0.12	0	6	-4	0.4
COc1ccccc1-c1c(C(F)(F)F)oc2cc(OCC(=O)Nc3ccccc3C(F)(F)F)ccc2c1=O	1	2	-6	0.9	4	1412	x	0	-2	15	4.0
COc1ccc(/C=C2\N=C(SC)NC2=O)cc1	22*	16	-8	-0.2	4	1784	-1.2	x	23	14	-0.4
COc1nnc(-c2ccc(C)c(S(=O)(=O)NCCO)c2)c2ccccc12	-9	-18	-1	2.5	-4	1491	x	-10	-4	-4	0.8
Cc1cc([N+](=O)[O-])ccc1NCc1ccccc1	6	-7	-3	-3.8	0	1380	-0.67	x	7	33	0.5
CC1CCN(C(=O)CSc2ccc(-c3cccc([N+](=O)[O-])c3)nn2)CC1	8	6	-2	-0.3	-2	1644	0.51	4	13	-3	2.0
COc1cccc(CN2C(=O)CCC2(C)C(=O)NC2CCCCCC2)c1 (stereo not drawn)	9	6	-13	-0.6	4	1532	0.45	-2	-1	5	2.5
Clc1cccc(Oc2cnc3ccccc3n2)c1	3	3	1	-8.6	5	1622	x	x	-6	9	2.4
CC(C)Cc1cc(C(=O)N2CCC(N3CCC(C(=O)NC4CC4)CC3)CC2)n[nH]1	2	-6	7	-0.7	7	1533	0.62	8	7	-21	-0.1
CCn1cc(CN2CCCC(C(=O)c3ccc(-c4ccccc4)cc3)C2)cn1 (stereo not drawn)	6	0	0	-0.4	6	1689	-2.3	12	86*	-5	0.0
CCn1nc(C)c(CNC(=O)CCc2nnc(Cc3c[nH]c4ccccc34)o2)c1C	-1	3	-4	-0.7	-7	1258	0.45	-14	3	5	-1.2
O=C(NCCN1CCOCC1)c1cc2cc(Br)ccc2oc1=O	7	3	-9	0.7	6	1598	0.78	x	-1	14	0.5
CC(C)(C)NS(=O)(=O)c1ccc(NS(=O)(=O)c2ccc(F)cc2)cc1	-9	-3	-8	1.6	6	1529	x	10	4	-6	-0.8
COc1ccc(Br)cc1/C=C/C(=O)Nc1ccc2ccccc2c1	3	6	-3	3.5	5	1612	1.2	-6	5	6	4.2
CCOC(=O)c1ccc(NC(=O)CSc2nnc(CNc3ccc(C)cc3)n2C)cc1	12	-5	-2	1.8	0	1645	0.99	x	21	18	4.4
CCCCC(C(=O)O)C(C)CC(=O)Nc1cccc(C(=O)O)c1 (stereo not drawn)	6	-2	-1	-2.4	3	1649	-0.15	x	-9	9	0.3
COc1ccc(C(=O)Nc2nnc(CCS(=O)(=O)c3ccc(C)cc3)s2)cc1	0	0	-7	-0.3	3	1650	0.0078	-32	-7	-4	6.5
COc1cc(NC(=O)COC(=O)C=C(C)C)c(C)cc1[N+](=O)[O-]	3	6	-2	0.5	-4	1223	x	-1	-4	2	3.5
NS(=O)(=O)c1ccc2c(c1)oc(=O)c1cc(S(N)(=O)=O)ccc12	0	-2	-8	-0.7	6	1467	0.17	-20	-1	9	3.5
OCCN(CCO)CC(O)COc1ccc(C23CC4CC(CC(C4)C2)C3)cc1 (stereo not drawn)	4	4	-4	0.2	1	1657	0.75	15	100*	8	-1.7
COc1ccc(CCNC(=O)C2CCN(S(=O)(=O)N3CCOCC3)CC2)cc1OC	3	15	-2	0.4	6	1536	0.6	7	-1	11	-0.5
COc1ccccc1CN(C(=O)CCl)C(C(=O)NC1CCCCC1)c1ccncc1 (stereo not drawn)	1	2	-8	0.1	-9	1751	x	-3	61*	15	1.8
CC(=O)N1CCOCCOCCN(C(C)=O)CCOCC1	-4	-4	-3	-0.2	-3	1452	-0.011	5	1	-19	0.1
CCOC(=O)C1CCN(C(=O)CCc2c(C)nc3cc(-c4ccc(OC)cc4OC)nn3c2C)CC1	4	1	-3	-1.2	6	1726	-0.12	3	16	-7	-0.1
Cc1[nH]c2ccccc2c1C(=O)CSc1nncn1C	0	-16	-1	0.5	-1	1247	x	x	4	2	0.1
CCCC(=O)Nc1ccc2oc(=O)ccc2c1	-1	3	2	0.1	-2	1415	0.11	1	-4	0	1.8
Cc1cccc(CN2C(=O)N/C(=C/c3cc(C)n(-c4cc(C)ccn4)c3C)C2=O)c1	7	6	-8	-0.7	3	1552	0.31	x	32	4	1.3
Cc1ccc(S(=O)(=O)Oc2ccc(/C=C(/NC(=O)c3ccccc3)C(=O)Nc3ccccc3)cc2)cc1	8	4	-3	0.8	6	1567	x	x	36	2	5.5
O=C(CSc1nnc(CNc2ccc(Cl)cc2)o1)Nc1nc2ccccc2s1	-2	6	-4	-0.2	0	1367	0.13	4	-3	10	4.4
O=C(Nc1ccccc1N1CCOCC1)c1ccc(Br)o1	17	5	1	1.0	1	1648	0.6	1	-1	1	3.2
O=C(Nc1nc(-c2ccccc2)cs1)c1ccc(N2CCOCC2)c([N+](=O)[O-])c1	11	2	-1	0.2	8	1597	x	1	98*	-3	3.7
O=C(CN1N=C(c2ccccc2)CCC1=O)NCc1ccccc1	-3	-5	0	-0.5	-4	1530	-1.7	-19	0	5	0.1
O=S(=O)(NCc1ccccn1)c1ccc(Br)s1	3	6	3	-0.3	1	1543	0.79	-20	-6	35	0.8
CCc1c(O)nc2sc3ccccc3n2c1=O	2	5	-2	-3.3	-5	1519	x	x	-4	11	2.2
CCn1c(=O)[nH]c2cc(C(=O)Nc3cc(C)cc(C)c3)ccc2c1=O	9	8	-4	-2.4	4	1685	0.012	3	7	4	2.7
O=C1c2ccccc2C(=O)N1CC(O)Cn1nnc2ccccc21 (stereo not drawn)	-17	-11	-2	2.8	-1	1423	x	-3	-4	5	1.2
CC(=O)N(c1ccc(Br)cc1)C1C=CS(=O)(=O)C1 (stereo not drawn)	-2	10	-2	-0.4	0	1644	x	2	-5	11	1.6
O=C1c2ccccc2C(Nc2ccc(S(=O)(=O)N3CCCCC3)cc2)N1Cc1ccco1 (stereo not drawn)	1	-4	2	-1.2	2	1541	x	x	14	-12	3.1
COc1ccc(C(=O)O/N=C(/C)c2cccs2)cc1	0	-15	-5	0.2	3	1504	0.19	x	-8	17	-0.3
O=c1cc(O)n(-c2ccccc2F)c(=S)[nH]1	-4	3	-2	-0.8	7	1681	0.94	-18	-6	9	3.7
O=C(NCc1ccc(N2CCCC2=O)cc1)c1cn(Cc2ccccc2)nn1	1	-1	0	-1.2	5	1590	x	8	-2	24	1.8
O=C(c1cc(N2C(=O)C3C4CCC(C4)C3C2=O)ccc1Cl)N1CCCCCC1 (stereo not drawn)	4	-2	4	-0.2	5	1502	0.61	7	-4	-7	0.4
Cc1ccnc(NS(=O)(=O)c2ccc(NC(=O)c3cc(-c4ccccc4)nc4ccccc34)cc2)n1	12	3	0	-0.4	2	1552	0.016	-10	-6	-5	3.6

(continued)
compound	PPARg SRC2 recr	PPARg SRC-3 ag	HMGR II inh	DTT redox prof	PPARg SRC-1 ag	SRC2 TRFRET art	ROMK primary	S1P3 antag	L major viab	bIAP inhibitor	RAM inhibit
NS(=O)(=O)c1cccc(NC(=O)CN2CCC(Cc3ccccc3)CC2)c1	-5	0	-4	5.3	-3	1511	-0.082	2	10	-24	0.7
Cc1cc(C)c2nc(SCC(=O)NCC3CCCO3)c(C#N)cc2c1 (stereo not drawn)	0	3	1	-0.9	3	1448	0.78	-12	5	-4	5.2
Cc1cc(C=O)c(C)n1-c1ccc(NC2CCCCC2)c([N+](=O)[O-])c1	-2	-2	-7	3.1	6	1521	0.031	x	4	13	2.3
O=[N+]([O-])c1cc(C(F)(F)F)ccc1N1CCN(CCO)CC1	6	4	5	0.2	3	1616	-0.59	3	0	10	1.5
COc1ccc2cc(/C=N/NC(=O)CSCc3ccc([N+](=O)[O-])cc3)c(Cl)nc2c1	-4	-6	1	3.2	-9	1471	x	x	-4	9	1.9
CCOc1ccc(NC(=O)CN(c2cc(C)cc(C)c2)S(=O)(=O)c2c(C)noc2C)cc1	-1	3	-4	0.1	0	1439	x	-12	26	-10	0.9
COc1ccc(NC(=O)c2ccco2)cc1S(=O)(=O)N1CCOCC1	-4	-1	-2	-0.4	-5	1569	-0.14	1	-4	-8	0.7
COc1ccc(C(CC(=O)O)NC(=O)COc2ccccc2)cc1 (stereo not drawn)	-3	-12	-3	3.1	-3	1347	x	-10	-6	8	0.8
CCc1nc(SCc2nc3ccccc3[nH]2)c2oc3ccccc3c2n1	3	-7	-7	0.1	4	1370	-0.49	x	24	-6	2.4
Cc1cc(C)c(C(=O)CSc2n[nH]c(-c3ccncc3)n2)c(C)c1	8	4	-6	1.1	1	1674	x	9	97*	-4	0.5
Nn1c(SCC(=O)Nc2cccc(F)c2)nnc1C1CCCCC1	4	14	-3	3.0	9	1664	-0.18	1	-5	9	0.0
Cc1cc(C)n(-c2nc(O)cc(=O)[nH]2)n1	-2	10	-6	0.7	-5	1483	-0.66	x	-2	5	0.0
CC(C)OC(=O)C(C)Nc1n[nH]c(=S)[nH]c1=O (stereo not drawn)	66*	45*	-1	0.2	71*	3006*	-0.35	-10	-4	-14	0.9
